Bioassay records from PubChem BioAssay.
Salmonella PhoP GFP = inhibitors of PhoP regulon expression, primary screen, Salmonella Typhimurium, GFP reporter (AID 1863); inhibition, % at 50 µM; hits with a dose series show IC50 in µM; actives 0.16% (n = 300,000); S. Typhimurium PhoP-regulated promoter GFP reporter, 4 h; higher % means a stronger effect;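 active means inhibition over 29.93%, a cutoff 3 SD above the screen mean, later confirmed by dose response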;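 further: 0% = low Mg2+ inducing control and 100% = high Mg2+ repressing control; strong numbers were not always called active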
KOR beta-arrestin-1 = KOR agonists, beta-arrestin recruitment, primary screen, cell-based, luminescence, uHTS (AID 1777); one-dose activation, % at 10 µM; EC50 in µM for titrated hits; actives 0.02% (n = 280,000); KOR beta-arrestin recruitment, luminescence; higher % means a stronger effect; in the data active means activation above about 50%, passing the limit was not always enough; further: a part of the inactive calls stands beside numbers as strong as those of hits
GPR35 antagonists = GPR35 antagonists blocking zaprinast-driven arrestin recruitment, primary screen, imaging, U2OS, beta-arrestin-GFP, zaprinast agonist (AID 2058); U2OS GPR35 beta-arrestin-GFP translocation imaging, zaprinast antagonism; higher % means a stronger effect; inhibition, % at 10 µM, or IC50 in µM where a hit was titrated; actives 0.052% (n = 290,000);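 active means inhibition of at least 50% with at least 30 cells and total cytoplasm GFP at most 10,000,000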
NTR1 ag = NTR1-driven beta-arrestin-GFP spot formation – imaging, U2OS cells, high content, primary screen (AID 493036). actives 0.17% (n = 330,000). agonist mode. activation, % at 20 µM;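 active means activation at or above 40% of the spot to cytoplasm intensity ratio, with at least 20 cells analyzed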;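 further: 0% = DMSO without peptide and 100% = 100 nM NTR1 peptide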
Target sequence (P30989 whole entry, looked up): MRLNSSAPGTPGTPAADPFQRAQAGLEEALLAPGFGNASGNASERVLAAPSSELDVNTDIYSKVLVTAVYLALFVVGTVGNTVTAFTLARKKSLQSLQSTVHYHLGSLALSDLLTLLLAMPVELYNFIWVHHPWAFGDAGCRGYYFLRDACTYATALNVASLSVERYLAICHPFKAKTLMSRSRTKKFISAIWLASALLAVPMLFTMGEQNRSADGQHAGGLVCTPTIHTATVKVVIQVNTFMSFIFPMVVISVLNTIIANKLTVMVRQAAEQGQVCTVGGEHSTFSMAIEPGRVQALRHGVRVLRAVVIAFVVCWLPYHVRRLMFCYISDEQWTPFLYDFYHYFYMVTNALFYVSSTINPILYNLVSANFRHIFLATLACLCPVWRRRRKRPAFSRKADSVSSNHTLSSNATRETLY
T cell modulator = T cell immune modulators affecting CD8 T cell-vesicle binding | 2C CD8+ T cell-vesicle binding, flow cytometry; stronger effect = lower value | calls only at 7 µM | actives 0.068% (n = 330,000) | AID 2052;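 active means response, share of CD8 T cells binding vesicles, and their 90th percentile fluorescence all below set limits, cut at about 80% in these data, passing the limit was not always enough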
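Assay system: 2C TCR transgenic mouse naive CD8+ T cells, MACS-purified | Read-out: CD8+ gate FL2 mean fluorescence as % of same-row positive control | Signal: High-throughput flow cytometry with anti-B7-1 and anti-CD8 staining | Timing: Binding step 1.5 h, 37 °C, antibody labelling 20 min, ice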
GPR55 activation = selective activators of receptor GPR55 – imaging, U2OS cells, beta-arrestin-GFP redistribution, primary screen (AID 1961); U2OS GPR55 beta-arrestin-GFP redistribution imaging; higher % means a stronger effect; actives 0.048% (n = 290,000); activation, % at 10 µM; hits with a dose series show EC50 in µM;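 active means activation above 40% with more than 50 cells counted in the well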;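 further: U2OS osteosarcoma cells stably expressing GPR55 and beta-arrestin-GFP; plate controls were DMSO negative control for no effect and LPI positive control for full effect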
GPR55 antagonists = inhibition of LPI-stimulated GPR55 beta-arrestin translocation – imaging, U2OS, beta-arrestin-GFP, LPI agonist, primary screen (AID 2013); one-dose inhibition, % at 10 µM; IC50 in µM for titrated hits; actives 0.13% (n = 290,000); U2OS GPR55 beta-arrestin-GFP translocation imaging, LPI antagonism; higher % means a stronger effect;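 active means spots per cell inhibited over 60%, with over 100 cells counted and total cytoplasm intensity under 500,000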;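 further: U2OS cells stably carrying GPR55 and arrestin-GFP stimulated by 5 µM LPI near EC80; imaged beta-arrestin-GFP aggregate spots per cell after agonist stimulation; plate controls were LPI-stimulated DMSO wells for no effect and DMSO wells without LPI for full effect; some results filed as inactive read as strong as hits; confirmed hits need IC50 under 10 µM and bright autofluorescent wells are also inconclusive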
KOR beta-arrestin-2 = KOR antagonists, beta-arrestin recruitment, cell-based, luminescence, uHTS (AID 1778) | actives 0.091% (n = 290,000) | KOR beta-arrestin recruitment, luminescence, antagonist mode; higher % means a stronger effect | one-dose inhibition, % at 10 µM; IC50 in µM for titrated hits; in the data active means inhibition above about 50%; further: strong numbers were not always called active
West Nile antiviral = West Nile virus antiviral activity, cell-based, CPE readout (AID 1621) | West Nile virus-infected cells, CPE inhibition; higher % means a stronger effect | CPE inhibition, % at 10 µM; hits with a dose series show IC50 in µM | actives 0.02% (n = 290,000); in the data active means a potency from the dose series; further: strong numbers were not always called active
T cell modulator vesicle-bound % = further read-out of T cell modulator, marked with its call; double positive events, %; measured here: CD8+ vesicle-bound cell fraction;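 binding gate set so that unloaded-vesicle control wells show 10% double positive cells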
NTR1 ag cell count 20 µM = further read-out of NTR1 ag, marked with its call; cell count; measured here: cell count, cytotoxicity flag
* hit, by the source's call; [ ] = another dose, or the depositor's remark.

What do the screens show for `O=C(O)c1cc2c(ccc3ccccc32)[nH]1`?
Salmonella PhoP GFP: -22%; KOR beta-arrestin-1: -1.7%; GPR35 antagonists: 3%; NTR1 ag: -3.5; T cell modulator: inactive; GPR55 activation: -0.2%; GPR55 antagonists: 13%; KOR beta-arrestin-2: 25%; West Nile antiviral: 0.2%; T cell modulator vesicle-bound %: 33; NTR1 ag cell count 20 µM: 90

What do the screens show for `CC1CCN(CCNC(=S)Nc2ccc(Cl)cc2)CC1`?
Salmonella PhoP GFP: -10%; KOR beta-arrestin-1: -2.0%; GPR35 antagonists: -15%; NTR1 ag: 0.9; T cell modulator: inactive; GPR55 activation: 1.0%; GPR55 antagonists: 8%; KOR beta-arrestin-2: -2%; West Nile antiviral: -1.2%; T cell modulator vesicle-bound %: 12; NTR1 ag cell count 20 µM: 34

Results for CC(C)CN1C(=O)/C(=C/c2cccs2)NC1=S ?
Salmonella PhoP GFP: 3%; KOR beta-arrestin-1: -4.5%; GPR35 antagonists: 0%; NTR1 ag: 3.8; T cell modulator: inactive; GPR55 activation: 0.2%; GPR55 antagonists: 10%; KOR beta-arrestin-2: 23%; West Nile antiviral: -0.6%; T cell modulator vesicle-bound %: 53; NTR1 ag cell count 20 µM: 81

Results for CCOC(=O)/C=C1\CN(Cc2cc(OC)c(OC)c(OC)c2)S(=O)(=O)c2ccccc21 ?
Salmonella PhoP GFP: -6%; KOR beta-arrestin-1: -4.8%; GPR35 antagonists: -5%; NTR1 ag: -2.8; T cell modulator: inactive; GPR55 activation: 0.2%; GPR55 antagonists: 4%; KOR beta-arrestin-2: -21%[20 µM]; West Nile antiviral: -1.1%; T cell modulator vesicle-bound %: 24; NTR1 ag cell count 20 µM: 78

How did Cc1noc(C)c1COC(=O)CN(C)S(=O)(=O)c1ccc(Cl)cc1 do in these assays?
Salmonella PhoP GFP: 5%; KOR beta-arrestin-1: 1.5%; GPR35 antagonists: 2%; NTR1 ag: 0.6; T cell modulator: inactive; GPR55 activation: -0.1%; GPR55 antagonists: 6%; KOR beta-arrestin-2: 14%; West Nile antiviral: 0.1%; T cell modulator vesicle-bound %: 38; NTR1 ag cell count 20 µM: 83

How did COc1ccc2c3c([nH]c2c1)C(C)N(CCC(=O)NN)CC3 (centres undefined) do in these assays?
Salmonella PhoP GFP: -2%; KOR beta-arrestin-1: -5.6%; GPR35 antagonists: 10%; NTR1 ag: -0.1; T cell modulator: inactive; GPR55 activation: 0.7%; GPR55 antagonists: 8%; KOR beta-arrestin-2: -15%[20 µM]; West Nile antiviral: -0.3%; T cell modulator vesicle-bound %: 57; NTR1 ag cell count 20 µM: 49

Results for COc1ccc(-c2cc(C(=O)O)nc3ccc4ccccc4c23)cc1OC ?
Salmonella PhoP GFP: 5%; KOR beta-arrestin-1: 3.5%; GPR35 antagonists: -1%; NTR1 ag: -0.1; T cell modulator: inactive; GPR55 activation: 1.5%; GPR55 antagonists: -1%; KOR beta-arrestin-2: -31%; West Nile antiviral: 0.5%; T cell modulator vesicle-bound %: 50; NTR1 ag cell count 20 µM: 44

How did OCCN1CCN(CC(O)COc2ccc3c(c2)OCO3)CC1 (centres undefined) do in these assays?
Salmonella PhoP GFP: 1%; KOR beta-arrestin-1: -4.0%; GPR35 antagonists: -3%; NTR1 ag: 0.3; T cell modulator: inactive; GPR55 activation: -0.1%; GPR55 antagonists: 1%; KOR beta-arrestin-2: 13%; West Nile antiviral: 0.3%; T cell modulator vesicle-bound %: 23; NTR1 ag cell count 20 µM: 75

How did CCCNc1nc(N2CCOCC2)nc(N2CCOCC2)n1 do in these assays?
Salmonella PhoP GFP: -9%; KOR beta-arrestin-1: -3.2%; GPR35 antagonists: -9%; NTR1 ag: 1.8; GPR55 activation: -0.4%; GPR55 antagonists: 8%; KOR beta-arrestin-2: 0%; West Nile antiviral: 0.5%; NTR1 ag cell count 20 µM: 80

How did COc1ccc(CCNC(=O)c2ccn[nH]2)cc1OC do in these assays?
Salmonella PhoP GFP: 3%; KOR beta-arrestin-1: 3.0%; GPR35 antagonists: 1%; NTR1 ag: 0.1; T cell modulator: inactive; GPR55 activation: -0.1%; GPR55 antagonists: -21%; KOR beta-arrestin-2: -5%; West Nile antiviral: 0.3%; T cell modulator vesicle-bound %: 47; NTR1 ag cell count 20 µM: 58

How did Cc1cccc(NC(=O)CCN2C(=O)c3cccc([N+](=O)[O-])c3C2=O)c1 do in these assays?
Salmonella PhoP GFP: 1%; KOR beta-arrestin-1: -2.6%; GPR35 antagonists: -8%; NTR1 ag: -0.8; T cell modulator: inactive; GPR55 activation: 0.4%; GPR55 antagonists: -3%; KOR beta-arrestin-2: 19%; West Nile antiviral: -0.5%; T cell modulator vesicle-bound %: 60; NTR1 ag cell count 20 µM: 67

What do the screens show for `COC(=O)c1ccccc1NC(=O)CSc1nnnn1C1CCCCC1`?
Salmonella PhoP GFP: 4%; KOR beta-arrestin-1: -4.7%; GPR35 antagonists: -4%; NTR1 ag: 1.7; T cell modulator: inactive; GPR55 activation: 0.2%; GPR55 antagonists: 8%; KOR beta-arrestin-2: 42%; West Nile antiviral: -0.2%; T cell modulator vesicle-bound %: 20; NTR1 ag cell count 20 µM: 80

Results for CCOc1ccc(C(F)(F)F)cc1NC(=O)c1ccc(OC)c([N+](=O)[O-])c1 ?
Salmonella PhoP GFP: -3%; KOR beta-arrestin-1: 11%; GPR35 antagonists: 5%; NTR1 ag: 6.7; T cell modulator: inactive; GPR55 activation: -0.1%; GPR55 antagonists: -4%; KOR beta-arrestin-2: 26%; West Nile antiviral: -0.9%; T cell modulator vesicle-bound %: 29; NTR1 ag cell count 20 µM: 44

How did C=CCNC(=O)C1CCN(c2ccc(S(=O)(=O)N3CCOCC3)cc2Cl)CC1 do in these assays?
Salmonella PhoP GFP: -6%; KOR beta-arrestin-1: 0.0%; GPR35 antagonists: -1%; NTR1 ag: 0.8; T cell modulator: inactive; GPR55 activation: 0.5%; GPR55 antagonists: 8%; KOR beta-arrestin-2: -22%; West Nile antiviral: 0.1%; T cell modulator vesicle-bound %: 25; NTR1 ag cell count 20 µM: 54

What do the screens show for `CCOc1ccccc1N1CCN(S(=O)(=O)c2ccc3c4c(cccc24)C(=O)N3)CC1`?
Salmonella PhoP GFP: 6%; KOR beta-arrestin-1: -2.5%; GPR35 antagonists: 5%; NTR1 ag: 4.2; T cell modulator: inactive; GPR55 activation: -0.1%; GPR55 antagonists: 28%; KOR beta-arrestin-2: 25%; West Nile antiviral: -0.1%; T cell modulator vesicle-bound %: 6; NTR1 ag cell count 20 µM: 73

How did Cc1nn(-c2cc(N3CCNCC3)ccc2[N+](=O)[O-])c(=O)c2ccccc12 do in these assays?
Salmonella PhoP GFP: 0%; KOR beta-arrestin-1: 2.6%; GPR35 antagonists: 9%; NTR1 ag: -2.7; T cell modulator: inactive; GPR55 activation: 0.3%; GPR55 antagonists: -3%; KOR beta-arrestin-2: 40%; West Nile antiviral: -0.7%; T cell modulator vesicle-bound %: 67; NTR1 ag cell count 20 µM: 63

Results for Cn1c(=O)c2c(nc(N3CCOCC3)n2CC(=O)c2ccccc2)n(C)c1=O ?
KOR beta-arrestin-1: 21%; GPR35 antagonists: -12%; GPR55 activation: -0.3%; GPR55 antagonists: 7%; KOR beta-arrestin-2: 2%

How did Cc1csc2nc(CSc3nc4ccccc4o3)cn12 do in these assays?
Salmonella PhoP GFP: 28%; KOR beta-arrestin-1: 1.6%; GPR35 antagonists: 13%; NTR1 ag: -0.3; T cell modulator: inactive; GPR55 activation: 0.6%; GPR55 antagonists: 0%; KOR beta-arrestin-2: -19%; West Nile antiviral: -0.4%; T cell modulator vesicle-bound %: 33; NTR1 ag cell count 20 µM: 84

Results for CCOC(=O)C1CCN(C(=O)c2ccc(OC3CCN(C(=O)CCOC)CC3)cc2)CC1 ?
Salmonella PhoP GFP: -5%; KOR beta-arrestin-1: 1.3%; GPR35 antagonists: -2%; NTR1 ag: 0.0; T cell modulator: inactive; GPR55 activation: 0.2%; GPR55 antagonists: 3%; KOR beta-arrestin-2: -13%; West Nile antiviral: -0.2%; T cell modulator vesicle-bound %: 69; NTR1 ag cell count 20 µM: 71

What do the screens show for `Cn1c(O)c(N=NC(=O)c2cc(-c3cccs3)nc3ccccc23)c2ccccc21`?
Salmonella PhoP GFP: 2%; KOR beta-arrestin-1: -0.8%; GPR35 antagonists: -16%; NTR1 ag: 0.8; T cell modulator: inactive; GPR55 activation: 0.9%; GPR55 antagonists: -1%; KOR beta-arrestin-2: -21%; West Nile antiviral: 0.0%; T cell modulator vesicle-bound %: 16; NTR1 ag cell count 20 µM: 60

How did COc1ccccc1NS(=O)(=O)c1ccc(N/N=C/c2c(C)nn(-c3ccccc3)c2N2CCCC2)c([N+](=O)[O-])c1 do in these assays?
Salmonella PhoP GFP: 19%; KOR beta-arrestin-1: -5.4%; GPR35 antagonists: -3%; NTR1 ag: 1.1; T cell modulator: inactive; GPR55 activation: -0.4%; GPR55 antagonists: -4%; KOR beta-arrestin-2: 26%; West Nile antiviral: -0.8%; T cell modulator vesicle-bound %: 53; NTR1 ag cell count 20 µM: 40

Reprinted from the listing for reference:
Results for CCOC(=O)C1CCN(C(=O)c2ccc(OC3CCN(C(=O)CCOC)CC3)cc2)CC1 ?
Salmonella PhoP GFP: -5%; KOR beta-arrestin-1: 1.3%; GPR35 antagonists: -2%; NTR1 ag: 0.0; T cell modulator: inactive; GPR55 activation: 0.2%; GPR55 antagonists: 3%; KOR beta-arrestin-2: -13%; West Nile antiviral: -0.2%; T cell modulator vesicle-bound %: 69; NTR1 ag cell count 20 µM: 71

What do the screens show for `Cn1c(O)c(N=NC(=O)c2cc(-c3cccs3)nc3ccccc23)c2ccccc21`?
Salmonella PhoP GFP: 2%; KOR beta-arrestin-1: -0.8%; GPR35 antagonists: -16%; NTR1 ag: 0.8; T cell modulator: inactive; GPR55 activation: 0.9%; GPR55 antagonists: -1%; KOR beta-arrestin-2: -21%; West Nile antiviral: 0.0%; T cell modulator vesicle-bound %: 16; NTR1 ag cell count 20 µM: 60

How did COc1ccccc1NS(=O)(=O)c1ccc(N/N=C/c2c(C)nn(-c3ccccc3)c2N2CCCC2)c([N+](=O)[O-])c1 do in these assays?
Salmonella PhoP GFP: 19%; KOR beta-arrestin-1: -5.4%; GPR35 antagonists: -3%; NTR1 ag: 1.1; T cell modulator: inactive; GPR55 activation: -0.4%; GPR55 antagonists: -4%; KOR beta-arrestin-2: 26%; West Nile antiviral: -0.8%; T cell modulator vesicle-bound %: 53; NTR1 ag cell count 20 µM: 40
